# Screening results deposited in PubChem by several laboratories.
# TNAP inh hi DEA: blocks human TNAP under high phosphate acceptor concentration; inhibition, % at 20 µM; purified TNAP, CDP-star luminescence, 1 M DEA; 200,000 tested, 0.03% active;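 active = over 50% inhibition of tissue-nonspecific alkaline phosphatase at 20 µM in the single-dose screen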;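 note: plate controls were DMSO wells for no effect and EDTA-quenched wells as full inhibition for full effect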
# Target sequence (P05186 whole entry, looked up): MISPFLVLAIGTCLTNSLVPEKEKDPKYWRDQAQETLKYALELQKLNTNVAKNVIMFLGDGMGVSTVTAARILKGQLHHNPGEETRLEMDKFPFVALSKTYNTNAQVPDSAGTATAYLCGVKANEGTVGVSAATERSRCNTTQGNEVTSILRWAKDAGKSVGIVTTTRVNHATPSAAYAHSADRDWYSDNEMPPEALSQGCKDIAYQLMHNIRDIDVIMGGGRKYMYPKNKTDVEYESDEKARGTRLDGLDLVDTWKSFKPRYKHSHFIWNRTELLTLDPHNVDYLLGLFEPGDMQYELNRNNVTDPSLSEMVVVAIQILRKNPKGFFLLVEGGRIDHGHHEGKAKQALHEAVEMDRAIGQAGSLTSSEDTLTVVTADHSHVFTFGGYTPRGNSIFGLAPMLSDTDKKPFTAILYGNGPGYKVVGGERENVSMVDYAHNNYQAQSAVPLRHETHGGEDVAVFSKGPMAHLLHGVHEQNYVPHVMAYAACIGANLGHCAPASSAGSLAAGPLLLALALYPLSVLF
# FLuc stim CS: firefly luciferase counter-screen for stimulation assays | P08659 | ATPlite luciferase biochemical, luminescence, 10 min; 0 = ATP-free wells, 1 = DMSO control | activation factor at 10 µM | 200,000 tested, under 10 active | AID 1027;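 active = luciferase activation factor, scaled between plate controls, of at least 2 with compound at 10 µM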
# Target sequence (P08659 whole entry, looked up): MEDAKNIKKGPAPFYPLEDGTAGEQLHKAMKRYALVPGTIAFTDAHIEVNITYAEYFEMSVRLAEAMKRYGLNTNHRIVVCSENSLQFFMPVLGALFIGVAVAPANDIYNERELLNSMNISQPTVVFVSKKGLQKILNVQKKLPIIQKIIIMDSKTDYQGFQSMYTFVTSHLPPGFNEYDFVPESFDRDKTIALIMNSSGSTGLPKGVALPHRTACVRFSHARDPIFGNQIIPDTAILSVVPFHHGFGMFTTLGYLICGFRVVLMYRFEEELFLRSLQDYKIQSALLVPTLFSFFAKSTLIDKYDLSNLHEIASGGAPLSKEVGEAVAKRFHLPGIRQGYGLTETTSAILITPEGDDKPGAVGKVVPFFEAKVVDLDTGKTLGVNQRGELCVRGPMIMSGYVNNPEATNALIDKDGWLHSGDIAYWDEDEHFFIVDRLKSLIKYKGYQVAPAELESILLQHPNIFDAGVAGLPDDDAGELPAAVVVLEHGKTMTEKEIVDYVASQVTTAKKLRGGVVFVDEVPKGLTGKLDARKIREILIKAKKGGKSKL
#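 Assay system: Luciferase/luciferin detection reagent, cell-free biochemical luciferase assay / Read-out: luciferase activation / Benchmarks: No-ATP low control, compound-free enzyme-plus-ATP high control / Medium: PBS buffer for ATP / Detection: luminescence measurement of luciferase light output / Schedule: 10 min at ambient temperature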
# APP 5'UTR act: activates APP 5'UTR luciferase reporter; 190,000 tested, 1% active; activation, % at 2 µM; SH-SY5Y APP 5'UTR luciferase reporter, luminescence; zero percent = DMSO vehicle wells;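 active = activation above a set limit, based on mean plus 3 SD of controls, cut at about 140% in these data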; note: values of inactives mirror those of a sister screen read the other way
# FLuc inh counter: counter-screen for luciferase assay inhibitors: firefly luciferase inhibition | P08659 | ATPLite firefly luciferase biochemical luminescence, 10 min | inhibition, % at 10 µM | 200,000 tested, 1.5% active | AID 1006;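 active = inhibition above about 50% when tested at 10 µM, limit read from the data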
# NF-kB expr up: raises NF-kB expression in human neuronal cells | NF-kB reporter expression; stronger effect = higher value | fold change at 12.5 µM | AID 1239 | 190,000 tested, 1.6% active; in the data active = fold change above about 3.3
# TNAP act hi DEA: activators of human TNAP at high phosphate acceptor concentration; activation factor at 20 µM; 200,000 tested, under 10 active; purified TNAP, CDP-star luminescence, 1 M DEA, 30 min; stronger effect = higher value; 0 = EDTA background, 1 = DMSO-only activity; P05186;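 active = activation factor at least 2 at 20 µM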
#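 Control set: EDTA negative control, DMSO positive control / Assay system: human TNAP / Quantity: TNAP 1/800 final / Evaluation: TNAP activation factor scaled between EDTA and DMSO control wells / Measured by: luminescent substrate turnover signal / Compound dosing: one dose, 20 µM / Times: 30 min enzyme reaction at room temperature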
# PMI act hi M6P: PMI (human) activation, high substrate. coupled PMI enzyme assay, resazurin fluorescence, 20 min; stronger effect = higher value; 1 = untreated enzyme, 0 = substrate-free blank. 190,000 tested, 0.34% active. activation factor at 20 µM. P34949. AID 1216;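 active = activation factor of 2 or more at 20 µM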
#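 Material: human phosphomannose isomerase with PGI, G6PDH, diaphorase coupling enzymes / Reagent: Man-6-P substrate 1.0 mM / Dosing: single compound dose of 20 µM, 1% DMSO final / Incubation: enzyme reaction with compound 20 min at room temperature / Signal: resorufin fluorescence (Ex 544/Em 590 nm) from resazurin via diaphorase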
# TNAP inh no acc: inhibitors of human TNAP without phosphate acceptor | P05186 | purified TNAP, CDP-star luminescence, 30 min | inhibition, % at 20 µM | 200,000 tested, 0.26% active | AID 1012;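 active = tissue-nonspecific alkaline phosphatase inhibition above about 50% at 20 µM in the single-dose screen, limit read from the data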;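 note: 0% = DMSO negative control and 100% = EDTA positive control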
# PMI activator: activators of human phosphomannose isomerase; P34949; purified human PMI, coupled resazurin fluorescence, 20 min; stronger effect = higher value; 1 = vehicle control, 0 substrate-free wells; activation factor at 20 µM; 190,000 tested, 0.005% active;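 active = activation factor of 2 or more at 20 µM, relative to plate controls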
# bIAP activator: increases bovine intestinal alkaline phosphatase activity; purified bovine IAP, CDP-star luminescence, 30 min; stronger effect = higher value; fold of DMSO-control signal, blank-subtracted; activation factor at 20 µM; 200,000 tested, 0.17% active;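 active = activation factor of 2 or more at 20 µM, a signal rise over negative controls twice the positive control's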
# * marks the source's active call; other numbers are inactive results; · = no result given.
1. COc1ccccc1CN1C[C@@H]2C[C@@H](c3[nH]c4c(C)cccc4c3C)N3CCC[C@@]23C1=O
2. Cc1cccc2cc(C(c3nnnn3C3CCCC3)N3CCOCC3)c(=O)[nH]c12 (stereo not drawn)
3. O=C(CSCC(=O)N1CCN(c2ccccc2)CC1)Nc1nc(-c2ccc(Cl)s2)cs1
4. CC(C)OC(=O)CSc1nnc2n1C(C)(C)Cc1ccccc1-2
5. Cc1ccc(OCC(=O)Nn2cnnc2)c(Br)c1
6. CCNC(=O)c1cc2ccccc2o1
7. CCOC(=O)c1cn(-c2nc(-c3ccc(Cl)c(Cl)c3)cs2)c2c(F)c(N3CCOCC3)c(F)cc2c1=O
8. CCOC(=O)CSc1nc(=O)n2ccc(C)cc2n1
compound no.,1,2,3,4,5,6,7,8
TNAP inh hi DEA,-3,-4,-3,-10,6,-6,2,-3
FLuc stim CS,1.1,1,1.1,1.1,1,1,1,1.1
APP 5'UTR act,1,-2,-20,6,11,18,0,-2
FLuc inh counter,-8,-4,-5,-6,4,0,-3,-6
NF-kB expr up,0.72,0.94,1.1,1.1,1.1,1.1,0.87,1.2
TNAP act hi DEA,1,1,1,1.1,0.9,1.1,1,1
PMI act hi M6P,0.9,1.4,0.8,1,1.1,1.1,1,1.1
TNAP inh no acc,-7,-8,0,-4,-1,-13,-5,-7
PMI activator,1,1.3,0.8,1,1.1,1.1,1,1.1
bIAP activator,1.1,1.1,0.9,1,1,0.9,1,1.1

9. COc1cccc(C2NC(=O)c3ccccc3O2)c1OCc1ccccc1F (stereo not drawn)
10. Cc1cccc(NC(=O)c2cccnc2)c1
11. COc1ccc(NC(=O)c2cc3ccccc3o2)cc1
12. COc1ccc(NC(=O)C(Sc2nnc(-c3ccncc3)n2-c2ccccc2C)c2ccccc2)cc1Cl (stereo not drawn)
13. O=c1ccc(/C=C/c2ccccc2)nn1Cc1ccc(F)cc1
14. O=C(CSc1ncccn1)Nc1ccc(N2CCOCC2)cc1
15. CNC(=S)NNC(=O)c1cccn(Cc2cccc(Cl)c2)c1=O
16. Cc1cccc(N2CCN(C(=S)c3ccc(-c4ccccc4[N+](=O)[O-])o3)CC2)c1
compound no.,9,10,11,12,13,14,15,16
TNAP inh hi DEA,-5,1,-2,-1,-6,-2,-4,10
FLuc stim CS,1.1,1,0.5,1.1,1,1.1,1.1,1
APP 5'UTR act,10,6,138*,0,4,-23,10,5
FLuc inh counter,-6,2,53*,-13,-2,-5,-7,-4
NF-kB expr up,1.1,1.3,5.3*,1,1.1,1.6,0.96,0.84
TNAP act hi DEA,1.1,1,1,1,1.1,1,1,0.9
PMI act hi M6P,0.8,1,0.9,0.8,0.8,1,1,0.4
TNAP inh no acc,-12,-4,-4,4,-8,-10,-83,5
PMI activator,0.9,1,0.9,0.8,0.9,1,1,0.7
bIAP activator,0.7,1,0.9,1,1.1,0.9,1.3,1

17. Cc1ccc(NC(=O)CN2C(=O)NC(Cc3ccccc3)C2=O)cc1 (stereo not drawn)
18. CC(C)NC(=O)c1ccc(OC2CSC2)cc1
19. CCCOc1ccc(C(=O)N2CCCc3ccccc32)cc1
20. CC(C)CC(C(=O)Nn1cnnc1)N1C(=O)c2ccccc2C1=O (stereo not drawn)
21. CO/N=C/c1ccc(Sc2ccccc2N)c([N+](=O)[O-])c1
22. Cc1c(C#N)c2ccccc2n1CC(=O)NCC1CCCO1 (stereo not drawn)
23. Cc1n[nH]c(=S)n1/N=C/c1ccccc1
24. Cc1sc2ncn(CC(=O)NCCCC(=O)N3CCN(Cc4ccc5c(c4)OCO5)CC3)c(=O)c2c1C
compound no.,17,18,19,20,21,22,23,24
TNAP inh hi DEA,-7,-6,-6,-3,2,-6,0,-3
FLuc stim CS,1,1,1,1,1,1,1,1.1
APP 5'UTR act,8,42,12,8,-2,6,14,12
FLuc inh counter,-4,2,-4,-2,-3,-3,0,-6
NF-kB expr up,·,1.4,1.2,1.3,1.1,0.97,0.99,1.3
TNAP act hi DEA,1.1,1.1,1.1,1,1,1.1,1,1
PMI act hi M6P,1,1,0.8,0.9,0.7,1,1,0.9
TNAP inh no acc,-14,-10,-9,-10,-2,-10,19,-11
PMI activator,1,0.9,0.8,1,0.8,0.9,1,1
bIAP activator,0.9,0.9,0.9,1.1,0.7,0.9,0.7,1

25. Cc1cc(C)c2c(N)c(S(=O)(=O)Cc3ccccc3)sc2n1
26. O=C(Nc1ccc2oc(=O)ccc2c1)c1cc([N+](=O)[O-])ccc1N1CCOCC1
27. Cc1cc(C)n(CCN(C)c2nc3nonc3nc2NC2CC2)n1
28. Cc1cccc(C)c1NC(=S)NC(=O)c1ccccc1F
29. O=S(=O)(NC(=NC1CCCC1)C(F)(F)F)c1ccccc1
30. N#C/C(=C/c1ccc(Br)o1)C(N)=O
31. O=C(CN(Cc1ccccc1)S(=O)(=O)c1ccc2c(c1)OCCO2)N/N=C/c1cccc(Br)c1
32. NCCCC[C@H](N)c1nnc([C@H](CC(=O)O)NC(=O)C2CCNCC2)o1
compound no.,25,26,27,28,29,30,31,32
TNAP inh hi DEA,-1,-3,2,-5,1,0,-3,-1
FLuc stim CS,1,1.1,1,1.1,1.1,1.1,1,1
APP 5'UTR act,14,-9,15,4,4,12,-6,7
FLuc inh counter,0,-6,-3,-8,-7,-6,-2,-3
NF-kB expr up,1.2,1,1.1,1.1,1,1.5,0.88,1.1
TNAP act hi DEA,1,1,1,1,1,1,1,1
PMI act hi M6P,1,0.8,0.9,1.1,1,0.9,0.9,1.1
TNAP inh no acc,-8,-2,-4,30,-10,-10,-13,-5
PMI activator,1,0.9,0.9,1,1,1,0.8,1
bIAP activator,1,0.9,1,1.1,0.8,1,0.9,1

33. CSCCC(NC(=O)COc1ccccc1)C(=O)Nc1ccc(C)cc1 (stereo not drawn)
34. COc1ccc(/C=C/c2ccc(=O)n(Cc3ccccc3)n2)cc1
35. CC(C)CC(=O)Nc1ccc([N+](=O)[O-])cc1Cl
36. CCC(=O)Nc1nc2ccccc2n1Cc1ccccc1C
37. COc1cc(/C=C2\SC(N)=NC2=O)ccc1OCC(=O)Nc1ccc(C)cc1
38. COc1cccc2c1OCC([C@@H]1C[C@H]3CN(Cc4cccc(Cl)c4)C(=O)[C@]34CCCN14)=C2
39. CCOC(=O)NC1(NCC(C)C)Oc2ccccc2O1
40. Cc1sc2nc(CN(CCc3ccccc3)C(=O)c3ccco3)[nH]c(=O)c2c1C
compound no.,33,34,35,36,37,38,39,40
TNAP inh hi DEA,-2,-2,-2,-6,1,-4,3,-7
FLuc stim CS,1,1,1.1,1,1,1.1,1,1
APP 5'UTR act,-10,1,11,-18,12,16,-25,·
FLuc inh counter,-4,-1,-6,0,-1,-7,-3,-4
NF-kB expr up,1.1,1.2,1.3,0.87,1.4,1.1,1.4,·
TNAP act hi DEA,1,1,1,1.1,1,1,1,1.1
PMI act hi M6P,1,0.9,1,1.1,1.1,1,0.6,1.2
TNAP inh no acc,-9,-8,-5,-6,-24,-7,-1,-4
PMI activator,1,0.9,1,1,1,1,0.6,1.1
bIAP activator,0.9,1.1,1,1.1,1,1.1,0.9,1.1

# Structures listed so far shown as hits in NF-kB expr up.
item | Compound | TNAP inh hi DEA | APP 5'UTR act | NF-kB expr up | TNAP act hi DEA | PMI act hi M6P | TNAP inh no acc | PMI activator | bIAP activator
11 | COc1ccc(NC(=O)c2cc3ccccc3o2)cc1 | -2 | 138* | 5.3* | 1 | 0.9 | -4 | 0.9 | 0.9

# Remaining list, next part.
41. O=C(NCC(=O)N(Cc1ccccc1)C(C(=O)NC1CCCC1)c1ccncc1)c1ccco1 (stereo not drawn)
42. CCc1nnc(NC(=O)CSc2nc3c(c(=O)n2C)SC(C)C3)s1 (stereo not drawn)
43. COc1ccc(Nc2oc(COc3ccccc3F)nc2C#N)cc1
44. COc1ccc(NC(=S)N(CCCN2CCCC2)Cc2ccco2)cc1
45. CN(C)S(=O)(=O)c1cccc(NC(=O)COC(=O)CCSc2ccc(Cl)cc2)c1
46. Fc1ccc(CSc2ncnc3nc[nH]c23)cc1
47. CCOc1cc(Cl)c(NC(=O)c2ccco2)cc1OCC
48. COc1ccc(C(O)(c2ccccc2OC)C(CN2CCOCC2)c2ccccc2)cc1 (stereo not drawn)
compound no.,41,42,43,44,45,46,47,48
TNAP inh hi DEA,6,3,-6,1,-4,-6,-2,-2
FLuc stim CS,1,1.1,1,1,1,0.9,1,1.1
APP 5'UTR act,8,0,1,29,18,-1,-18,-2
FLuc inh counter,3,-10,-4,0,0,7,-4,-7
NF-kB expr up,1.3,1.2,0.96,0.95,1.5,1.1,1.3,1.1
TNAP act hi DEA,0.9,1,1.1,1,1,1.1,1,1
PMI act hi M6P,1.3,1,0.9,1.1,0.9,0.9,0.9,1.1
TNAP inh no acc,-1,-5,-11,-4,-10,-27,-4,-4
PMI activator,1.3,1,1,1.1,0.8,0.9,0.9,1.1
bIAP activator,1,0.9,0.9,1,1,1.1,0.7,1

49. CCNC(=O)c1cc(S(=O)(=O)N(C)C)c(Cl)cc1Cl
50. COc1ccc(CCNC(=O)c2c(C)cc(=O)oc2C)cc1OC
51. N/C(=N\c1nc2ccccc2o1)NC(=O)C(Cc1ccccc1)N1C(=O)c2ccccc2C1=O (stereo not drawn)
52. CCOCCCN(C(=O)CNC(=O)c1ccco1)C(C(=O)NC1CCCC1)c1ccccc1C (stereo not drawn)
53. CCN1C(=O)/C(=C/c2cccs2)SC1=Nc1ccc(OC)cc1
54. Cc1ccccc1Cn1nc(C)c(NC(=O)c2ccccc2)c1C
55. O=c1c2cc(Cl)ccc2[nH]c(=S)n1Cc1ccccn1
56. CCCCNC(=O)CN1CCC2(O)CCCCC2C1c1ccccc1OC (stereo not drawn)
57. CC1(C)CC(=O)C2=C(C1)N(c1ccccc1)C(N)=C(C#N)C2c1ccsc1 (stereo not drawn)
58. Cc1cccc(N2CCN(S(=O)(=O)c3c(C)[nH]c(=O)[nH]c3=O)CC2)c1C
59. CN(C)CCCCOc1ccccc1-c1ccccc1
compound no.,49,50,51,52,53,54,55,56,57,58,59
TNAP inh hi DEA,-8,-2,-7,-4,-3,-2,-2,-5,-6,2,3
FLuc stim CS,1.1,1,1.1,1.1,1.1,1,0.9,1.1,1.1,1,1
APP 5'UTR act,4,8,-6,-12,-9,4,35,7,-11,-10,-2
FLuc inh counter,-11,1,-12,-7,-8,-5,8,-8,-9,-3,-4
NF-kB expr up,1.1,0.97,0.85,0.84,1.6,1.3,1.2,0.8,1.1,0.91,1
TNAP act hi DEA,1.1,1,1.1,1,1,1,1,1.1,1.1,1,1
PMI act hi M6P,1,1,0.9,1,1,0.8,1,1.1,1,1.1,1.1
TNAP inh no acc,-15,-6,-11,-8,-8,-12,-5,-8,-6,-8,-5
PMI activator,1,1,0.9,1.1,0.9,0.9,1.1,1,0.9,1,1
bIAP activator,0.9,1,1.1,0.9,0.9,1.3,1,1.1,0.9,0.9,1
